# High-throughput results (PubChem)
# cytoskel mod = alters cytoskeleton assembly in HUVEC cells. HUVEC TNFa F-actin phalloidin imaging, high content. inhibition, % at 2 µM. hit rate 0.18% among 91,000;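 active = inhibition above the batch mean plus 3 SD and confirmed as a hit by visual image inspection, cut at about 30% in these data, passing the limit was not always enough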; also: strong numbers were not always called active
# ERa coact inh = blocks coactivator binding to human estrogen receptor alpha; inhibition, % at 25.6 µM; hit rate 1.7% among 86,000; P03372; TR-FRET ER-alpha LBD / SRC-1 peptide, estradiol-bound; in the data active = inhibition above about 50%;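 also: 0% = receptor plus peptide control and 100% = peptide only without receptor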
# PTPN22 inh 2 = LYP (human) phosphatase inhibition; inhibition, % at 2 µM; hit rate 0.21% among 96,000; recombinant LYP catalytic domain, DiFMUP fluorescence;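 active = inhibition at 2 µM at or above a set limit, the screen mean plus 3 SD, cut at about 24% in these data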;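 also: 0% = DMSO with enzyme and 100% = enzyme fully blocked by orthovanadate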
# Target sequence (Q9Y2R2 whole entry, looked up, the tested form may be a part): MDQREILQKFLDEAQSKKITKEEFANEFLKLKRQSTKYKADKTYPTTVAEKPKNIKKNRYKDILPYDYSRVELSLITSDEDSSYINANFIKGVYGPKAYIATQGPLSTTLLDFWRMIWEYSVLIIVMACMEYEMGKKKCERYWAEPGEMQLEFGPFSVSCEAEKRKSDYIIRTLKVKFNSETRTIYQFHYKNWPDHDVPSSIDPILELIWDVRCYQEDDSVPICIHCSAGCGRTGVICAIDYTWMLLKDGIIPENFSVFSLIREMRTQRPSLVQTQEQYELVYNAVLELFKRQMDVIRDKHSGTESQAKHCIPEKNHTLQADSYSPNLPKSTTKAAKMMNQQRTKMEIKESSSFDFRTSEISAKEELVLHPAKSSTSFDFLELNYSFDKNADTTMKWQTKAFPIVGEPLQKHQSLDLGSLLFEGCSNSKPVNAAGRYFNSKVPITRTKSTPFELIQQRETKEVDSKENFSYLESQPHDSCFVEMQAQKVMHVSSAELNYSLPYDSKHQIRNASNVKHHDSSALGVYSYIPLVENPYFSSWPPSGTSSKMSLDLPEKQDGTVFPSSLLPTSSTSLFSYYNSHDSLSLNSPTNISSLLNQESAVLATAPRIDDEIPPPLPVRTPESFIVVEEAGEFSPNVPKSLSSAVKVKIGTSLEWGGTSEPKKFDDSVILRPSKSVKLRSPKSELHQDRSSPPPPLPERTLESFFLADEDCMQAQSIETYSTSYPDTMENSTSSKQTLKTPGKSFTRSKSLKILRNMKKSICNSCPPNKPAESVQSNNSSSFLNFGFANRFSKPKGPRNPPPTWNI
# LYP act = LYP (human) phosphatase activation. AID 697. hit rate 0.11% among 96,000. recombinant LYP, DiFMUP fluorescence; 0 = plate median, 100 = signal doubled. Q9Y2R2. activation, % at 2 µM;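 active = activation at 2 µM above a set limit, the mean plus 5 SD, cut at about 37% in these data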
# HUVEC tox IL1B = HUVEC cytotoxicity counter-screen, IL-1B stimulated; hit rate 0.41% among 94,000; cell count reduction, % at 2 µM; HUVEC cell count loss, Hoechst imaging;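 active = cell count reduction more than 3 SD above the screen-wide mean, cut at about 70% in these data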;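 also: normalized per plate to untreated control cells as the no-loss baseline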
# FAK blocker = inhibitors of human focal adhesion kinase; Q05397; biochemical FAK kinase activity assay; inhibition, %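 (tested at 7 µM)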; hit rate 0.84% among 97,000; in the data active = inhibition above about 19%;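 also: 0% = DMSO and 100% = reference compound high control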
# PTK2B oligo ant = Pyk2 (human) oligomerization antagonism | Q293 cells, Pyk2 FERM NanoBiT luminescence; hits give low values | hit rate 0.83% among 99,000 | Q14289 | z-score (the deposit names both 25 µM and 10 µM);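 active = Z-score of -3 or lower, scaled per plate to the spread of control and sample wells; inactive = z-score above -3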;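 also: negative z-score means lost luminescence so less FERM oligomerization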
# VCAM1 TNFa inh = reduces TNF alpha induced VCAM1 expression in HUVEC; AID 802; HUVEC TNFa-induced VCAM-1 immunofluorescence, high-content imaging; hit rate 0.48% among 95,000; inhibition, % at 2 µM;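 active = inhibition above the batch mean plus 3 SD, with images confirmed as a hit by eye, cut at about 37% in these data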;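 also: 0% = TNF-stimulated DMSO wells and 100% = unstimulated control wells; not every result past the cut was called active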
# TNFa cytotox = HUVEC cytotoxicity counter-screen, TNF alpha stimulated | HUVEC TNFalpha-stimulated, Hoechst cell count, imaging | cell count reduction, % at 2 µM | hit rate 0.17% among 93,000 | AID 848;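 active = cell count reduction exceeding the screen mean by over 5 SD, scaled to untreated wells per plate, cut at about 78% in these data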;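 also: cells counted after 24 h of TNF alpha exposure following the 1 h pretreatment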
# Numbers without * were called inactive; nt = no result given; [ ] = dose if it differs, or a comment.
SMILES,cytoskel mod,ERa coact inh,PTPN22 inh 2,LYP act,HUVEC tox IL1B,FAK blocker,PTK2B oligo ant,VCAM1 TNFa inh,TNFa cytotox
COc1cc(-c2nc3ccccn3c2/N=C/c2ccccc2)ccc1O,-14,nt,3,-1,-18,-2,1.3,18,4
Cc1cc(=O)[nH]c(SCc2nnc(-c3ccccc3)o2)n1,-2,10[fluorescence artefact?],5,-1,-74,0,-0.42,17,-20
CC(C)(C)c1cc(N/C=C\c2nnnn2-c2ccc(Br)cc2)no1,-12,-13,-13,13,1,-1,0.45,13,-27
O=C(C1COc2ccccc2O1)N1CCn2c(nc3ccccc32)C1 (configuration not stated),-7,24,2,-3,11,1,nt,-8,0
COc1cc2c(cc1OC)C1=NC(=O)CN1C(SCc1ccccc1C)=N2,-15,nt,2,0,25,5,-1.6,-15,12
O=C(Cc1ccccc1)Nc1ccccc1C(=O)O,nt,21,-3,-1,-15,0,-1.3,-15,-5
O=C(NCCc1ccccc1)c1cccs1,-2,-7,1,-4,-5,1,-0.09,12,-12
COc1ccc(CNc2nc3nc(C)cc(C)n3n2)cc1,1,-13[fluorescence artefact?],-4,6,-14,-8,-0.16,-5,-1
CCN(CC)c1cc(C)c2cc(NC(=O)c3ccc(Br)o3)ccc2n1,10,-1,-2,4,3,3,0.66,-6,-6
CCOCc1nnc(NC(=O)c2ccc(OC)cc2)s1,-1,-21,7,-7,-7,1,-0.14,14,-7
CC1=C(C(=O)NCc2ccccc2)C(c2cccs2)n2ncnc2N1 (configuration not stated),7,0[fluorescence artefact?],-11,9,-5,2,1.7,10,-28
COc1ccc(NC(=O)c2cc(C)on2)cc1OC,-9,-5,13,-14,-22,-2,-0.66,6,0
CNC(=S)N1CCN(c2cccc(OC)c2)CC1,18,nt,-3,8,-9,-2,1.1,-15,-2
CSCSC1=C(C#N)C(c2ccc(Cl)cc2)C(C(C)=O)=C(C)N1 (configuration not stated),25,nt,7,-3,-15,-5,nt,5,-8
CCC(=O)N1c2ccc(S(=O)(=O)CCC(=O)NCc3ccc4c(c3)OCO4)cc2CC1C (configuration not stated),-53,-1,-18,15,-13,2,0.89,-7,-5
CCCCNCCOCCOc1ccc(C)cc1[N+](=O)[O-],15,nt,5,0,-9,-1,0.21,-10,-14
O=c1[nH]c2ccc(Cl)cc2c(O)c1-c1ccccc1,-16,nt,-5,11,0,-5,0.65,6,-22
O=C(c1cc(-n2cnnc2)ccc1Cl)N1CCN(c2nc(-c3ccccc3)cs2)CC1,-12,-32,12,-13,28,0,-0.54,-6,-4
CS(=O)(=O)N(Cc1ccco1)CC(O)Cn1c2ccccc2c2ccccc21 (configuration not stated),-8,nt,-4,2,-26,-2,-0.26,-28,nt
CCc1cccc2c(SCC(=O)NCC3CCCO3)nc(-c3ccc(F)cc3)nc12 (configuration not stated),18,nt,7,-4,-17,4,0.28,8,-8

# 12 of the compounds above, with bars between the fields:
SMILES | cytoskel mod | ERa coact inh | PTPN22 inh 2 | LYP act | HUVEC tox IL1B | FAK blocker | PTK2B oligo ant | VCAM1 TNFa inh | TNFa cytotox
CCN(CC)c1cc(C)c2cc(NC(=O)c3ccc(Br)o3)ccc2n1 | 10 | -1 | -2 | 4 | 3 | 3 | 0.66 | -6 | -6
CCOCc1nnc(NC(=O)c2ccc(OC)cc2)s1 | -1 | -21 | 7 | -7 | -7 | 1 | -0.14 | 14 | -7
CC1=C(C(=O)NCc2ccccc2)C(c2cccs2)n2ncnc2N1 (configuration not stated) | 7 | 0[fluorescence artefact?] | -11 | 9 | -5 | 2 | 1.7 | 10 | -28
COc1ccc(NC(=O)c2cc(C)on2)cc1OC | -9 | -5 | 13 | -14 | -22 | -2 | -0.66 | 6 | 0
CNC(=S)N1CCN(c2cccc(OC)c2)CC1 | 18 | nt | -3 | 8 | -9 | -2 | 1.1 | -15 | -2
CSCSC1=C(C#N)C(c2ccc(Cl)cc2)C(C(C)=O)=C(C)N1 (configuration not stated) | 25 | nt | 7 | -3 | -15 | -5 | nt | 5 | -8
CCC(=O)N1c2ccc(S(=O)(=O)CCC(=O)NCc3ccc4c(c3)OCO4)cc2CC1C (configuration not stated) | -53 | -1 | -18 | 15 | -13 | 2 | 0.89 | -7 | -5
CCCCNCCOCCOc1ccc(C)cc1[N+](=O)[O-] | 15 | nt | 5 | 0 | -9 | -1 | 0.21 | -10 | -14
O=c1[nH]c2ccc(Cl)cc2c(O)c1-c1ccccc1 | -16 | nt | -5 | 11 | 0 | -5 | 0.65 | 6 | -22
O=C(c1cc(-n2cnnc2)ccc1Cl)N1CCN(c2nc(-c3ccccc3)cs2)CC1 | -12 | -32 | 12 | -13 | 28 | 0 | -0.54 | -6 | -4
CS(=O)(=O)N(Cc1ccco1)CC(O)Cn1c2ccccc2c2ccccc21 (configuration not stated) | -8 | nt | -4 | 2 | -26 | -2 | -0.26 | -28 | nt
CCc1cccc2c(SCC(=O)NCC3CCCO3)nc(-c3ccc(F)cc3)nc12 (configuration not stated) | 18 | nt | 7 | -4 | -17 | 4 | 0.28 | 8 | -8

# Copied from the list.
# ERa coact inh with Cc1cc(=O)[nH]c(SCc2nnc(-c3ccccc3)o2)n1 reads 10[fluorescence artefact?]
# VCAM1 TNFa inh with CCC(=O)N1c2ccc(S(=O)(=O)CCC(=O)NCc3ccc4c(c3)OCO4)cc2CC1C (configuration not stated) reads -7

# Three entries out of the list above, ordered by their value in LYP act, lowest first:
canonical_smiles	LYP act
COc1cc(-c2nc3ccccn3c2/N=C/c2ccccc2)ccc1O	-1
CS(=O)(=O)N(Cc1ccco1)CC(O)Cn1c2ccccc2c2ccccc21 (configuration not stated)	2
COc1ccc(CNc2nc3nc(C)cc(C)n3n2)cc1	6

# Next section.
SMILES,cytoskel mod,ERa coact inh,PTPN22 inh 2,LYP act,HUVEC tox IL1B,FAK blocker,PTK2B oligo ant,VCAM1 TNFa inh,TNFa cytotox
COc1ccc(NC(=O)CC(C)C)c(OC)c1,nt,6[fluorescence artefact?],-2,4,9,-1,0.39,7,-65
CCOC(=O)C1CCN(c2c(NCCCN(CC)c3ccccc3)c(=O)c2=O)CC1,10,-5[fluorescence artefact?],2,-5,5,-7,0.51,24,-23
Nc1ncnc2c1ncn2CCNCCc1ccccc1,-5,-16,-2,2,-58,0,3.4,14,7
O=C(Cn1nnc(-c2ccncc2)n1)NCCc1ccccc1,-12,0,-10,6,-5,0,0.26,23,-8
Clc1cccc(N=C2NN=C(c3ccc4c(c3)OCCO4)CS2)c1,-3,0,10,-8,12,-3,-0.7,10,-4
O=C(c1ccccc1NS(=O)(=O)c1ccc(F)cc1)N1CCCC1,-3,-6,-3,6,-13,0,0.33,-1,17
Cc1ccc(O)c(-c2cc(C(F)(F)C(F)F)nc(-c3ccccc3)n2)c1,14,1,1,-1,-20,-1,1.7,-11,-20
COC(=O)c1ccc(Cl)c(NC(=O)CN(c2ccc3c(c2)OCO3)S(C)(=O)=O)c1,0,8,-7,4,-1,2,0.3,1,-4
O=C(c1ccc(N2CCOCC2)nc1)N1CCCCC1,25,-6,13,-13,2,-3,-0.31,16,-46
CCSc1nc2ccccc2n1CC(=O)N1CCCCC1,6,20[fluorescence artefact?],3,-4,9,2,0.5,-10,-6
Cc1onc(-c2ccccc2Cl)c1C(=O)Nc1ccccc1C(N)=O,-45,2,-2,2,24,9,0.31,-12,16
ON1C(c2ccccc2C(F)(F)F)N(O)[C@H]2CCCC[C@H]21 (some centres not stated),10,-3,-21,21,-46,-2,0.6,7,2
CC(C)CCN1CC(O)=C(c2nc3ccccc3[nH]2)C1=N,4,3,6,-3,0,0,0.32,6,-12
Cc1nc2c(o1)CCc1ccccc1C2N1CCN(C)CC1 (configuration not stated),4,3[fluorescence artefact?],6,-8,-10,-2,-0.36,9,-17
O=C(c1cccc(-c2nnc(-c3ccccc3)o2)c1)N1CCCCC1,-7,-22,-1,0,-14,2,0.1,11,-13
O=C(Nc1ccccc1C(=O)O)c1cncc(Br)c1,-4,-9,1,1,-6,-3,0.54,13,3
CCn1c(=O)cc(SCC(=O)N2CCN(C(=O)c3ccco3)CC2)c2ccccc21,-7,-5,4,-6,-7,-8,0.42,5,3
Cc1cc(C(=O)CSc2nc3ccc(Cl)cc3[nH]2)c(C)n1C,13,-2[fluorescence artefact?],5,-7,-11,8,-0.46,-3,-13
CCC(Sc1nnc2c3ccccc3n(CC)c2n1)C(=O)Nc1sc2c(c1C#N)CCCC2 (configuration not stated),4,nt,-8,6,12,-1,-0.62,20,-25
Cc1cccc(C)c1N1CC(=O)N(c2c(C)cccc2C)CC1=O,-3,-13,2,1,-11,-7,0.2,6,-2
O=C(C1CCC1)N1CCc2cc(S(=O)(=O)NCc3ccco3)ccc21,-12,nt,-8,12,-8,12,1.1,9,8
CN(Cc1ccccc1)C(=O)CCn1c(=O)oc2ccccc21,4,4,-10,6,-1,1,nt,4,-11
COc1ccc(-n2nc3c(c2NC(=O)c2cc(Br)ccc2Cl)CS(=O)C3)cc1 (configuration not stated),-6,-116[fluorescence artefact?],-6,3,-15,-2,nt,-6,-2
O=C(/C=C/c1ccccc1Cl)NCCN1CCOCC1,-11,nt,6,-4,-19,-3,-0.17,5,0
O=S(=O)(Nc1ccn(-c2ccccc2)n1)c1ccc(Br)cc1,27,4,2,0,-28,3,-0.6,6,-20
CCC1(O)c2ccccc2-c2ncccc21 (configuration not stated),8,4,-8,8,-13,0,0.77,19,-12
Cc1cc(N2CCCC2)nc(-c2ccccc2O)n1,10,8[fluorescence artefact?],0,3,-13,7,-0.31,-12,2
CCC1(C(=O)c2ccccc2)C2c3cc(Br)ccc3OC(=O)C21C(=O)N1CCOCC1 (configuration not stated),-1,nt,6,0,-6,2,-1,-5,-12
O=C(/C=C/c1cccs1)c1ccc(Br)cc1,-21,nt,4,-1,-21,11,-0.68,6,-9
CC(C)OC(=O)CC12CN3CN(C1)CC(CC(=O)OC(C)C)(C3)C2=O,-15,0,-4,0,-5,-1,0.24,-25,0
COC(=O)c1ccccc1NC(=O)CSc1ccc(C)cc1,7,-9,7,-7,-15,-1,-1.1,-11,-8
CCS(=O)(=O)c1ccc2c(c1)N(S(=O)(=O)c1ccc(OC)cc1)CC(C(=O)O)O2 (configuration not stated),-19,nt,-4,8,2,-1,0.09,22,5
CN1CCN(C(=O)c2ccc(CS(=O)(=O)c3c(Cl)cccc3Cl)o2)CC1,-13,-1,-6,4,-6,3,nt,14,-21
NC(=O)NC(Cc1ccccc1)C(=O)NCC1(N2CCCCC2)CCCCC1 (configuration not stated),2,-4,-5,2,-2,-1,-0.33,-7,-2
CN1CCN(C(=S)Nc2ccccc2Cl)CC1,nt,-2,-23,24,-14,1,-0.78,5,-52
CCc1nnc(NC(=O)CSc2nnc(CCc3nc4ccccc4[nH]3)n2C)s1,3,-3,-1,0,8,3,-0.6,8,-2
CN(C)c1ccc(C(=O)C(O)c2ccc(C(C)(C)C)cc2)cc1 (configuration not stated),nt,6[fluorescence artefact?],-2,0,-31,5,-1.3,-17,-17
Cc1nnc(SCC(=O)NCc2cccs2)n1-c1ccccc1,nt,1,1,3,-9,-1,0.4,nt,nt
O=C(COc1ccc(Cl)cc1Cl)NC(=S)N1CCCc2ccccc21,-1,nt,4,-4,-2,-3,0.42,-6,-2
O=C1CCCc2nc(N3CCN(Cc4ccccc4)CC3)ncc21,-6,-2,-1,-1,12,2,-0.78,-2,-11
Cc1cc(C(=O)NCc2ccccc2)c(=O)[nH]c1C,43,-8,-1,2,-19,1,0.13,-19,-8
O=C(NC1CCCCCCC1)c1ccccc1O,21,4,1,-4,-15,-6,-0.36,-11,-13
